TRPV1 agonist = human TRPV1 agonism; Q8NER1; TRPV1-expressing cells, Fluo-8 calcium influx, agonist mode; activation, % at 8.33 µM; 320,000 tested, 0.19% active; in the data active = activation above about 80%; inconclusive = between about 30% and that limit; also: 0% is about no effect
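Cells expressing TRPV1 were dye-loaded with Fluo-8 and read kinetically: 10 s baseline, 3 min after compound (agonist portion), then 2 min after EC20 capsaicin (allosteric enhancer portion). Calcium-bound dye fluorescence at 480/520 nm.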
p53 reactivation = mutant p53 re-activation in reporter cells; H1299 p53-A138V BP100-luciferase reporter, luminescence, 24 h; Potency, µM (highest dose often 92.2 µM), for the others: at the highest dose activity change, positive = activation, hits mostly activators; 320,000 tested, 0.063% active; AID 504706; also: potency is read from the fitted curve at half-maximal effect; % of control where 0% means no effect; nearly all actives have a fitted effect of over 45% in size
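H1299 (p53-null), stable ts p53-A138V + BP100-Luc; 1000 cells/well, Opti-MEM/10% FBS; cpd 4 pt, 1:5; 24 h, 37 deg C, 5% CO2; detection reagent 10 min RT; luminescence.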
MLL CXXC-DNA inh = MLL CXXC-DNA interaction inhibition; MLL-CXXC / FITC-HOXA9 DNA fluorescence polarization; Potency, µM (highest dose often 115 µM), for the others: top-dose activity change, negative = inhibition, most hits filed as inhibitors; AID 2662; 290,000 tested, 0.037% active; active = well fitted inhibition curve with a large enough effect in the polarisation, with a control signal flat, not every such curve was filed as active; inconclusive = small, poorly fitted or top-dose-only effect, or effect the other way, or a change in a side signal; inactive = no such curve, though single readings can be large or run the other way; the % refers to the polarisation; also: potency is read from the fitted curve at half-maximal effect
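Fluorescence polarization: 7 uM MLL-CXXC (stock) preincubated 5 min with compounds, then 50 nM fluorescein-HOX-A9 DNA (stock) added; 30 min ambient. Buffer 50 mM Tris-HCl pH 7.5, 50 mM NaCl, 1 mM DTT, 0.05% BSA.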
a7 integrin act = activators of alpha7 integrin expression for muscular dystrophy | AID 624291 | alpha7betagal myoblasts, beta-gal FDG fluorescence, 48 h | Potency, µM (doses to about 38.3 µM), without a hit: at the top dose activation, usual class: activators | 350,000 tested, 0.064% active;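 also: potency is read from the fitted curve at half-maximal effect; 100% = response of the positive control SU9516; nearly all actives have a fitted effect of over 60% in size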
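Alpha7betagal+/- myoblasts (passage 13) were plated 16-24 hr, then exposed to compounds (1:260 dilution of DMSO stock) for 48 hours at 37C. After MPER lysis, β-galactosidase reporter activity was read as FDG fluorescence (ex 480/em 540) after 30 minutes.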
BRCA1 expr act = increases BRCA1 expression; MCF7-BRCA1-FFLuc reporter, luminescence, 48 h; response scale: scaled: vehicle 0%, 10 µM genistein 100%; Potency, µM (top dose mostly 46.1 µM), for the others: at the top dose activation, hits mostly activators; 380,000 tested, 1.1% active; also: potency is read from the fitted curve at half-maximal effect; nearly all actives have a fitted effect of over 80% in size; some results filed as inactive show a strong effect at the top dose
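Luminescence from a BRCA1-driven firefly luciferase in MCF7 cells was read after 48 h compound exposure at 37 C. Data normalized against DMSO and a 10microM genistein activation control, then curve-fitted across the titration.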
B2AR arrestin = beta2AR (human) beta-arrestin recruitment activity; P07550; beta-arrestin recruitment to beta2AR, cell-based reporter; Potency, µM (series often up to 46.1 µM), without a hit: at the highest dose activation, usual class: activators; 330,000 tested, 0.02% active; AID 492947;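 also: potency is read from the fitted curve at half-maximal effect; 0% = DMSO controls and full agonism = EC100 isoproterenol or metaproterenol; nearly all actives have a fitted effect of over 65% in size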
Target sequence (P07550 whole entry, looked up): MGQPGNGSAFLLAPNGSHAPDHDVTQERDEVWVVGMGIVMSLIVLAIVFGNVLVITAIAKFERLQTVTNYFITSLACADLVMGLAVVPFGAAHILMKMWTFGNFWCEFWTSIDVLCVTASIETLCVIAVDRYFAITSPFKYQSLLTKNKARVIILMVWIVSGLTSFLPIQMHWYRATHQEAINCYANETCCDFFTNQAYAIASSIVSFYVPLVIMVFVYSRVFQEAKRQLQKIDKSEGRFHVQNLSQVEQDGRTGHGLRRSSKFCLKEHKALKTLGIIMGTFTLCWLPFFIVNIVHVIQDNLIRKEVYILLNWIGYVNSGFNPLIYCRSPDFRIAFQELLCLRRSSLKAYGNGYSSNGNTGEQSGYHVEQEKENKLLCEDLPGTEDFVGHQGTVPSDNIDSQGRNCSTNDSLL
TSG101-PTAP inh = blocks PTAP/TSG101 interaction to inhibit HIV-1 budding | Q99816 | Fluorescence polarization, FITC-PTAP peptide / Tsg101 binding | Potency, µM (series often up to 115 µM), without a hit: at the top dose activity change, negative = inhibition, hits mostly inhibitors | 340,000 tested, under 10 active; active = well fitted inhibition curve with a large enough effect in the main read-out, with a control signal flat, not every such curve was filed as active; inconclusive = small, poorly fitted or top-dose-only effect, or effect the other way, or a change in a side signal; inactive = no such curve, though single readings can be large or run the other way; also: potency is read from the fitted curve at half-maximal effect; % of control where 0% means no effect
Target sequence (Q99816 whole entry, looked up): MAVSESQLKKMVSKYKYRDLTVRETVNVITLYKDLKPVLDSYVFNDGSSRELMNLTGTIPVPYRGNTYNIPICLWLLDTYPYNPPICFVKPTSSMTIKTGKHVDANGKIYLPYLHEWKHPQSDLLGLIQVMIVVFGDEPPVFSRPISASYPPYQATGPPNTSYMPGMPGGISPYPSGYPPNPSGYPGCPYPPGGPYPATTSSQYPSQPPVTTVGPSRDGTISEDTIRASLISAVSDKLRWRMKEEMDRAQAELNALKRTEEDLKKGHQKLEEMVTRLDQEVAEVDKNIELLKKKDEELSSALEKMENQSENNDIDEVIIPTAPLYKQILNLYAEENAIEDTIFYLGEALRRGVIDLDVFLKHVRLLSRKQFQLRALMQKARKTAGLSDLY
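Compounds were pin-transferred onto Tsg101 binding domain (10 uM final) in HEPES pH 7.5 buffer, then FITC-PTAP peptide was added at 50 nM final. After 20 min at RT, polarization reported peptide displacement across a qHTS concentration series.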
ELG1 repair inh = blocks ELG1-dependent DNA repair in HEK293T cells | HEK293T ELG1-luciferase reporter, luminescence, 16 h; DNA damage induced by 5-fluorouridine | Potency, µM (top dose mostly 46.1 µM), inactives show top-dose activity change, negative = inhibition, usual class: inhibitors | 330,000 tested, 2.3% active; also: potency is read from the fitted curve at half-maximal effect; % is scaled to controls: 0 for no effect and ±100 for the full control effect; nearly all actives have a fitted effect of over 55% in size
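HEK293T cells expressing luciferase-tagged ELG1 (2,000/well) received 5-Fluorouridine plus compound or DMSO for 16 hr at 37 °C. Luciferase was read by ONE-Glo luminescence after 30 min at room temperature.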
TCR act = activates T cell receptor signaling; 330,000 tested, under 10 active; Potency, µM (highest dose often 9.22 µM), without a hit: at the top dose activation of IL-2 secretion, usual class: activators; primary human leukocytes, anti-CD3, IL-2 HTRF, 48 h; also: % of control where 0% means no effect
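Readout: HTRF IL-2, Eu-cryptate/d2 antibody pair, 320nm excitation, 665nm emission. Stimulus: a-CD3 beads, no co-stimulation. Cells: primary human leukocytes. Exposure: 48 hr with compound.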
AT treatment = potential ataxia-telangiectasia treatments restoring KAP-1 phosphorylation; Potency, µM (titrated, usually from 57.5 µM), inactives show at the highest dose activation, actives largely listed as activators; […] A-T fibroblasts, KAP-1 phosphorylation AlphaLISA; neocarzinostatin DNA damage 30 min before lysis; 320,000 tested, 0.19% active; also: potency is read from the fitted curve at half-maximal effect; % of control where 0% means no effect; nearly all actives have a fitted effect of over 45% in size
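hTERT-immortalized A-T patient fibroblasts ([…]), 500 cells/well in OPTI-MEM, 1% FBS, got compounds for 60 min, then NCS for 30 min at 37C. Lysates were then assayed for phospho-KAP-1 by AlphaLISA (anti-pKAP1 donor, anti-KAP1 acceptor beads), 6 hr at 25C.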
An asterisk follows results filed as active; ? = inconclusive; . = not tested or not shown; [ ] = remark or other dose. Unless noted, calls follow the shape of the dose curve; as a rule, active = well fitted curve in the direction sought with a large enough effect; inconclusive = small, poorly fitted or top-dose-only effect, or another doubt; inactive = no such curve, though single readings can be large; an effect the other way counts as inactive or inconclusive.

mol,TRPV1 agonist,p53 reactivation,MLL CXXC-DNA inh,a7 integrin act,BRCA1 expr act,B2AR arrestin,TSG101-PTAP inh,ELG1 repair inh,TCR act,AT treatment
Cc1cc(-n2c(SCCC#N)nnc2-c2cccnc2)ccc1Cl,-3,-8%,7%,-7%,6%,0.2%,-9%,0%,1%,-2%
Cn1c(/N=C/c2cccs2)nc2ccccc21,-1,-1%,-6%,-9%,0%,0.3%,-5%,7%,7%,2%
CC(Nc1ccc([N+](=O)[O-])cc1[N+](=O)[O-])c1ccccc1 (centres undefined),.,.,.,16%,-14%,.,0%,.,4%,.
O=C(CNC(=O)c1ccc(Br)cc1)NCC(=O)OCC(=O)c1ccc(F)cc1,-1,-6%,-4%,19%,-1%,-0.5%,-6%,10%,-2%,5%
Cc1cccc(COCC(CC(C)C)N2CCN(C(=O)c3ccc(C(F)(F)F)cc3)CCC2=O)c1 (centres undefined),?,-1%,-5%,-31%,-5%,-1.5%,.,-20%,0%,4%
COc1ccc(OC[C@@H](O)CNC(=O)c2cccc3c2C(=O)c2ccc(-c4ccc(F)cc4OCc4ccccc4)cc2S3(=O)=O)cc1,.,1%,.,9%,0%,-0.3%,-1%,2.3µM*,-4%,0%
C#CCN1C(=O)C(O)(CC(=O)c2ccc(OC)c(OC)c2)c2ccccc21 (centres undefined),0,-7%,-1%,-36%,-11%,-0.3%,-12%,-11%,-2%,-5%
COc1cc(NC(=O)c2cccnc2)c(Cl)cc1NC(=O)c1ccccc1,-2,-2%,4%,-20%,-45%,-1.0%,0%,-4%,3%,0%
CCOc1ccccc1-n1c(N)c(C(N)=O)sc1=S,2,?,-5%,15%,1%,0.1%,-2%,0%,8%,.
Cc1ccc(S(=O)(=O)N2c3cc(C)ccc3OCC2C(C)(C)C)cc1 (centres undefined),4,7%,5%,0%,-88%,-0.1%,-5%,-6%,7%,3%

Retrieved by compound from above:
mol,TRPV1 agonist,p53 reactivation,MLL CXXC-DNA inh,a7 integrin act,BRCA1 expr act,B2AR arrestin,TSG101-PTAP inh,ELG1 repair inh,TCR act,AT treatment
CCOc1ccccc1-n1c(N)c(C(N)=O)sc1=S,2,?,-5%,15%,1%,0.1%,-2%,0%,8%,.
COc1cc(NC(=O)c2cccnc2)c(Cl)cc1NC(=O)c1ccccc1,-2,-2%,4%,-20%,-45%,-1.0%,0%,-4%,3%,0%

Remaining list, next part
mol,TRPV1 agonist,p53 reactivation,MLL CXXC-DNA inh,a7 integrin act,BRCA1 expr act,B2AR arrestin,TSG101-PTAP inh,ELG1 repair inh,TCR act,AT treatment
CCO[C@@H]1OC(C(=O)N2CCCCCCC2)=C[C@H](c2csc3ccccc23)[C@H]1CCCO,21,3%,-9%,1%,6%,-0.2%,-2%,1%,-3%,-21%
COc1ccc(C(=O)NC2CC(C)(C)Cc3c2cnn3-c2ccccc2C)o1 (centres undefined),24,-1%,1%,6%,-18%,0.1%,0%,5%,-11%,6%
CCC(Cc1ccccc1)NC(=O)CCNS(=O)(=O)c1cc(Br)cnc1N (centres undefined),6,-5%,4%,-1%,1%,0.1%,-5%,-2%,3%,2%
COc1cccc(N=Nc2c(N)[nH]n3c(=O)cc(-c4ccccc4)nc23)c1,-3,3%,-18%,-20%,-40%,-0.3%,-4%,6%,-8%,-5%
CCN(CC)CCOC(=O)C1(c2ccc([N+](=O)[O-])cc2)CCCC1,-1,7%,.,.,0%,-0.2%,1%,13%,9%,-12%
COc1cc(C[C@@H](C)[C@@H](C)Cc2ccc(O)c(OC)c2)ccc1O,.,-2%,.,-15%,0%,0.1%,-2%,4%,1%,-2%
Cc1nc2ccc(NC(=O)c3sccc3C)cc2s1,-3,?,4%,24%,?,-0.9%,-2%,?,6%,-2%
Cc1noc(C)c1S(=O)(=O)N1CCCC(C(=O)N2CCN(C3CCCCC3)CC2)C1 (centres undefined),0,5%,7%,-14%,-4%,-0.3%,0%,-1%,9%,4%
CCOC(=O)c1c(NC(=O)CSc2nncs2)sc(C)c1-c1ccccc1,30,-6%,8%,-26%,-50%,-1.2%,5%,?,2%[46.1 µM],0%
O=c1[nH]c(SCc2cccc(Cl)c2)nc2ccccc12,4,1%,?,0%,-22%,0.0%,1%,2%,5%,8%

Other entries follow:
mol,TRPV1 agonist,p53 reactivation,MLL CXXC-DNA inh,a7 integrin act,BRCA1 expr act,B2AR arrestin,TSG101-PTAP inh,ELG1 repair inh,TCR act,AT treatment
CC1(C)C(=O)OC(/C=C\c2ccccc2)C(C)(C)C1=O (centres undefined),9,-3%,-6%,3%,1%,0.1%,-4%,-8%,6%,1%
CC1CN(C(=O)c2ccc(COc3ccccc3Br)o2)CC(C)O1 (centres undefined),24,-5%,52%[activator],-2%,15%,-0.2%,-1%,?,-1%,0%
COc1ccc(NS(=O)(=O)c2ccc3oc(SCC(N)=O)nc3c2)cc1,-1,3%,41%[activator],-18%,-7%,-0.7%,2%,-13%,2%,-2%
Cc1nc2ccccc2nc1CN1CCC(CO)(CC2CCCCO2)CC1 (centres undefined),1,-1%,6%,-2%,-19%,-0.9%,-1%,-7%,-1%,4%
COc1ccccc1NC(=O)Nc1ccc(Br)cn1,-1,1%,-1%,1%,-51%,-0.3%,0%,9%,3%,6%
CCOc1ccc(N(CC(=O)NCc2ccc(OC)cc2)S(C)(=O)=O)cc1,5,.,2%,1%,?,-0.4%,-7%,?,2%,-2%
Cc1ccc(Cc2cnc(NC(=O)CN3CCOCC3)s2)cc1Cl,?,-14%,8%,-33%,-34%,-0.2%,-9%,-7%,-5%,2%
O=C(COC(=O)c1cc(S(=O)(=O)N2CCc3ccccc3C2)ccc1Cl)NCc1ccco1,-6,.,6%,-41%[inhibitor],-2%,-1.0%,-6%,19%,-35%,.
Cc1cc(=O)c(C(=O)O)nn1-c1ccccc1,0,3%,25%,-16%,-3%,0.0%,-2%,12%,5%,5%
CCOC(=O)C1CCN(CC(=O)Nc2ccc(OC)c(Cl)c2)CC1,0,-12%,0%,-13%,-17%,0.0%,-4%,?,-4%,-2%

Further records
mol,TRPV1 agonist,p53 reactivation,MLL CXXC-DNA inh,a7 integrin act,BRCA1 expr act,B2AR arrestin,TSG101-PTAP inh,ELG1 repair inh,TCR act,AT treatment
CCc1nnc(NC(=O)CC23CC4CC(CC(Br)(C4)C2)C3)s1,8,0%,1%,8%,3%,-0.2%,-2%,9%,5%,-8%
CCNC(=O)/C(=C\c1ccccc1)NC(=O)/C=C/c1ccccc1,4,-7%,10%,16%,-11%,3.8%,-2%,-1%,-4%[46.1 µM],0%
Cc1ccnc(N2CCC(C(=O)NC3CCCCCC3)CC2)n1,17,-3%,1%,7%,0%,0.1%,-2%,-16%,2%,2%
O=C(CCc1nnc(Cc2ccc(-c3ccccc3)cc2)o1)NCCc1cccnc1,0,-4%,-15%,-8%,21%,-0.5%,-2%,-10%,4%,-1%
O=C(OCc1ccccc1)/C(=C/c1ccc(Cl)cc1)NC(=O)c1ccccc1Cl,?,12%,-5%,15%,8%,0.0%,0%,16%,9%,-1%
CCC(C)Oc1ccc(/C=C/c2[nH]c(=O)[nH]c(=O)c2[N+](=O)[O-])cc1OC (centres undefined),-8,-7%,2%,20%,-2%,0.1%,-9%,?,.,14%
C#CC(=O)N(c1cccc(OC)c1)C(C(=O)NC1CCCC1)c1cccs1 (centres undefined),-3,-11%,5%,-77%[inhibitor],-74%,0.5%,0%,21µM*,3%,-1%
CCOCCCNC(=O)C1CCN(c2cc(C)nc3c(-c4ccc(OC)c(OC)c4)c(C)nn23)CC1,2,-1%,-4%,-30%,-12%,-0.1%,-8%,2.6µM*,0%,-3%
O=C(Nc1sc2c(c1C(=O)O)CCCC2)C(=O)N1CCOCC1,0,15%,47%[activator],2%,22%,0.4%,-4%,?,3%,-5%
CCCn1c(SCC(=O)NC2CCCCC2C)n[nH]c1=O (centres undefined),5,.,4%,7%,-19%,.,-6%,.,2%,.

(listing goes on)
mol,TRPV1 agonist,p53 reactivation,MLL CXXC-DNA inh,a7 integrin act,BRCA1 expr act,B2AR arrestin,TSG101-PTAP inh,ELG1 repair inh,TCR act,AT treatment
CCOC(=O)CN1NC2(CCC(C)CC2)NC1=S (centres undefined),-1,-1%,-14%,-50%[inhibitor],0%,-0.3%,-9%,-5%,0%,5%
Cc1n(-c2ccccc2)c2ccc(Cl)cc2[n+]1CCO,3,-6%,0%,-25%,7%,0.2%,-4%,3%,1%,12%
O=[N+]([O-])c1ccc(Cl)c(S(=O)(=O)Nc2ccc3cn[nH]c3c2)c1,.,10%,.,-5%,-20%,-0.6%,-1%,-2%,-2%[46.1 µM],14%
Cc1cccc(C)c1OCc1nnc(SCC(=O)Nc2ccccc2F)o1,11,13%,4%,1%,-8%,0.3%,2%,?,3%[46.1 µM],-7%

Screening results (PubChem)

Compounds were not picked by outcome. About 3.8% of those tested had a hit in this group.
